CHRM1 agonist: activates human CHRM1 receptor. 0.33% of 360,000 active. CHO-K1 hM1, Fluo-8 calcium fluorescence, agonist mode; 0% DMSO, 100% acetylcholine EC100. activation, % at 3 µM;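 active = activation above the run's mean compound activation plus 3 SD, cut at about 16% in these data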;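 note: peak over basal fluorescence ratio within a 140 s kinetic read after compound addition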
Target sequence (P11229 whole entry, looked up): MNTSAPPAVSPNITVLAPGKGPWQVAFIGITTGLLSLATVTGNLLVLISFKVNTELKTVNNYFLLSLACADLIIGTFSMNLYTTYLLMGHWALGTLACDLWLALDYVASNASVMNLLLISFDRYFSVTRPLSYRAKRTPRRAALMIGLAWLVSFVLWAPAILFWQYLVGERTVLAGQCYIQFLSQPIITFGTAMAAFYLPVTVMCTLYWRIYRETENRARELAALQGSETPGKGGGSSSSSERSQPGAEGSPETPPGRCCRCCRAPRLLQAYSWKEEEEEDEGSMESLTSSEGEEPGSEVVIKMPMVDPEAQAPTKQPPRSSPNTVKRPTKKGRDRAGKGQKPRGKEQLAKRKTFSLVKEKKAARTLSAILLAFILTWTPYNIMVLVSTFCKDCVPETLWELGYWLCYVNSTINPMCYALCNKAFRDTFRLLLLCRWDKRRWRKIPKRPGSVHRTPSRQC
M1 antag: blocks human M1 muscarinic receptor; P11229; CHO-K1 hM1, Fluo-8 calcium fluorescence, ACh EC80 antagonist; inhibition, % at 3 µM; 1.3% of 360,000 active; AID 588852;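 active = percent inhibition above its own plate's cutoff, namely the mean of that plate's compound wells plus 3 SD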;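 note: peak over basal fluorescence ratio during 140 s after agonist addition; 0% = ACh EC80 plus DMSO and 100% = DMSO alone without agonist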
CHRM1 PAM: positive allosteric modulators of human M1 muscarinic receptor; P11229; AID 588819; 0.088% of 360,000 active; CHO-K1 hM1, Fluo-8 calcium fluorescence, ACh EC20; 0% = ACh EC20, 100% = maximal ACh; activation, % at 3 µM; in the data active = activation above about 19%, passing the limit was not always enough
CHO parental Ca: counter-screen for OX1R antagonists: effect in parental CHO cells; parental CHO-K1, ATP-induced calcium, Fluo-8 fluorescence; inhibition, % at 5.6 µM; 0.63% of 330,000 active;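 active = inhibition above that plate's mean sample inhibition plus 3 SD, cut at about 26% in these data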;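 note: 0% = ATP-challenged DMSO wells and 100% = DMSO wells without ATP; some compounds past the cut are filed as inactive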
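Assay system – parental CHO cells · Reagent – ATP stimulus · Detection – intracellular calcium via Fluo-8 no-wash fluorescent dye · Evaluation – percent inhibition of ATP-evoked calcium rise, normalized to controls · Controls – ATP wells versus no-ATP DMSO wells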
OXTR agonist: agonists of human oxytocin receptor | P30559 | CHO-OTR cells, Fluo-8 calcium fluorescence; normalized: DMSO 0%, oxytocin 100% | activation, % at 3 µM | 0.32% of 320,000 active | AID 2435;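 active = activation above the mean of all tested compounds plus 3 SD, cutoff set per screening run, cut at about 20% in these data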;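 note: peak over basal fluorescence ratio from a 100 s FLIPR kinetic read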
OXTR potentiate: potentiates the human oxytocin receptor response | AID 2445 | CHO-OTR cells, Fluo-8 calcium fluorescence, potentiator mode; 0% = oxytocin EC15, 100% = EC100 | P30559 | activation, % at 3 µM | 0.061% of 320,000 active;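 active = activation above that plate's cutoff, the mean activation of tested compounds plus 3 SD, cut at about 6.6% in these data, passing the limit was not always enough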;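 note: 100% uses oxytocin at 75 nM as the full agonist control; some results filed as inactive read as strong as hits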
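Measured by – Fluo-8 calcium dye fluorescence · Test system – human OTR in CHO cells · Dosing – one concentration, 3.0 µM compound · Controls – EC15 oxytocin alone as 0%, 75 nM oxytocin as 100% · Evaluation – normalized max/min fluorescence ratio, % activation · Timing – 6 min pre-incubation, 100 s read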
V1aR counter: activates human V1a receptor in oxytocin agonist counter-screen; CHO-V1R cells, Fluo-8 calcium fluorescence, agonist mode; 0% DMSO, 100% 3 nM vasopressin; activation, % at 3 µM; 0.25% of 320,000 active; AID 2797;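 active = activation above the mean activation of all tested compounds plus 3 SD, per screening run, cut at about 20% in these data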;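 note: signal is peak over basal fluorescence ratio across a 100 second FLIPR read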
Target sequence (P37288 whole entry, looked up): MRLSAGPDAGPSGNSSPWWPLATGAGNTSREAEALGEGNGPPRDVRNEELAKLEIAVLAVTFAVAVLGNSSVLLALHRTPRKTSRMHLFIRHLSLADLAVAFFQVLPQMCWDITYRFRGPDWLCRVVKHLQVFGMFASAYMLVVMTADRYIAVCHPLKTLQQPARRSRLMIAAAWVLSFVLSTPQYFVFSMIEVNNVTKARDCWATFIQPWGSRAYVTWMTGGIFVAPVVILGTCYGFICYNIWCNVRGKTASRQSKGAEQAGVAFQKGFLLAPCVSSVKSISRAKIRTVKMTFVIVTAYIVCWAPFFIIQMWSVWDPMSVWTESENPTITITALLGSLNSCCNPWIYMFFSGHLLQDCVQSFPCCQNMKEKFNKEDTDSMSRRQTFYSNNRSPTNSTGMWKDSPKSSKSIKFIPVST
TAAR1 antag: antagonists of human TAAR1; CHO RD-HGA16 TAAR1, Fluo-8 calcium fluorescence, antagonist; inhibition, % at 3 µM; 1.5% of 360,000 active; AID 624466;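 active = inhibition above a per-plate cutoff, the mean inhibition of test compounds on that plate plus 3 SD, cut at about 49% in these data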;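 note: 0% = DMSO plus EC80 beta-PEA response and 100% = DMSO alone without agonist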
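Test system – hTAAR1-expressing CHO RD-HGA16 cells, Gα16-coupled · Reagent – β-PEA at EC80 concentration, post-compound challenge · Compound dosing – 3 µM, single point · Timing – 140 s kinetic read after compound, 140 s after agonist · Detection – Fluo-8 intracellular calcium dye fluorescence, real-time kinetic reads · Control set – DMSO and EC80 PEA controls · Repeats – n of 1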
TAAR1 agonist: human TAAR1 agonism; CHO RD-HGA16 TAAR1, Fluo-8 calcium fluorescence; vehicle wells 0%, saturating PEA agonist 100%; activation, % at 3 µM; 0.99% of 360,000 active;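 active = activation above the mean activation of all test compounds in the run plus 3 SD, cut at about 38% in these data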
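System: CHO RD-HGA16 cells carrying human TAAR1 plus Gα16; Incubation: 17-24 h seeding, 75 min 37 °C dye, 30 min RT; Measured by: Fluo-8 fluorescence, 5 s baseline then 140 s kinetic read; Control set: DMSO and PEA EC100; Replication: single well for each compound.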
* hit, by the source's call; . = not tested or not shown; & = joins results of further samples.

SMILES	CHRM1 agonist	M1 antag	CHRM1 PAM	CHO parental Ca	OXTR agonist	OXTR potentiate	V1aR counter	TAAR1 antag	TAAR1 agonist
Cc1cc(C)nc(NS(=O)(=O)c2ccc(NC(=O)C(C)Oc3ccccc3F)cc2)n1 (stereo not drawn)	-5	-10	11	-17	1.4	0	1.3	2	-1
O=C(NCCN1CCCCC1)Nc1ccc(F)c(Cl)c1	-8	7	-4	-9	1.4	-5	0.6	2	6
COC(=O)c1ccc(COc2ccc(C=O)cc2)o1	-4	-11	8	-2	0.1	-17	1.3	-6	0
Cc1nc(SCc2ccc(F)cc2)c2oc3ccccc3c2n1	-3	0	3	-12	0.7	-7	0.1	-30	7
CC(=O)N1c2ccccc2NC2=C(C(=O)CCC2)C1c1ccc(F)cc1 (stereo not drawn)	-5	16	-7	2	-0.3	-4	0.7	-4	11
CN(C(=O)CSc1nc2cc([N+](=O)[O-])ccc2n1-c1ccc(F)cc1)C1CCS(=O)(=O)C1 (stereo not drawn)	-9	-10	5	1	-1.4	-3	2.3	-12	3
COc1ccc(C)cc1-n1c(SCC(=O)NC2CC2)nc2ccccc2c1=O	-4	24	-10	-27	-0.1	6	0.8	2	2
Cc1nc2ncnn2c(C)c1Cc1ccccc1Cl	-3	9	1	-8	0.5	1	-0.4	-7	3
O=C(N=C1SC2CS(=O)(=O)CC2N1Cc1ccccc1Cl)C1CCCO1 (stereo not drawn)	0	-4	11	-24	0.3	-5	-0.1	-11	2
CN1OC[C@@H]2CN(C(=O)C(C)(C)C)[C@H](c3cccc(N4CCOCC4)c3)C[C@@H]21	-3	-12	4	.	.	.	.	-27	8
COc1ccccc1OCC(=O)N1CCN(c2ccccc2OC)CC1	-5	-12	7	-10	0.1	1	-0.1	8	4
C/C(=N\Nc1cccc(Cl)c1)C1(C)N(O)C(C)(C)C(c2ccco2)=[N+]1[O-] (stereo not drawn)	-6	0	0	-9	-1.1	-3	-1.2	3	1
O=C(Cn1ncc2c1-c1ccccc1OC2)N(Cc1ccco1)C1CCCCC1	-5	-7	3	-13	-1.3	-7	-0.8	-15	-1
CSc1ccc(/C=C(\NC(=O)c2ccc(C)cc2)C(=O)Nc2cccc(C)c2)cc1	-6	-14	9	6	1.7	0	0.3	0	1
CCCNC(=O)c1cc(C2CCCCN2C(=O)c2ccc(C(C)C)cc2)on1 (stereo not drawn)	-1	-16	6	.	.	.	.	-36	5
O=C(Nc1ccc(Cl)cc1)Nc1ccon1	4	5	-2	3	2.8	-11	6.1	16	35
Cc1cc(F)ccc1S(=O)(=O)N1CCCCC1CCNC(=O)C(=O)NCCN1CCOCC1 (stereo not drawn)	-6	-7	5	-8	0.7	-2	-0.7	-18	1
Cc1ccc(C(=O)CCS(=O)(=O)c2ccc(F)cc2)cc1	-1	-4	-1	3	-0.5	2	3.2	-42	1
CCN(C(=O)C(C)OC(=O)CCCNC(=O)c1ccc(Cl)cc1)c1ccccc1 (stereo not drawn)	-1	-5	4	-16	-0.1	-11	2.7	2	1
CCC(C)COC(=O)c1ccc(C(=O)O)cc1 (stereo not drawn)	-3	-18	4	7	2.5	-5	5.6	4	6
CCOc1ccc2nc(NC(=O)c3cccc(N4C(=O)CCC4=O)c3)sc2c1	8	-17	16	.	.	.	.	44	18
COc1cc(/C=C2/NC(=O)N(CC(=O)Nc3cccc(C)c3)C2=O)ccc1OCC(N)=O	-3	4	2	-3	1.1	-5	-0.6	-6	9
O=[N+]([O-])c1cccc(Nc2c3ccccc3nc3ccccc23)c1	-2	11	0	-13	1.3	-18	1.7	-17	2
O=C(NC(=S)NCCN1CCOCC1)c1ccccc1	-5	4	5	-4	-1.0	-7	1.1	17	12
COc1ccc(C(=O)N2CCN(CC(=O)N3CCOCC3)CC2)cc1	0	-26	4	1	1.4	-4	0.8	-8	4
CC1N(C)c2cccc3cccc(c23)N1C	-3	-16	11	2	-1.8	-15	-1.5	8	10
CCCCn1c(N)c(N(CCOC)C(=O)c2ccc(C)c(S(=O)(=O)N3CCCCC3)c2)c(=O)[nH]c1=O	-2	-12	9	-23	-0.9	1	0.2	-25	2
Cc1cc(NC(=O)Nc2cc(Cl)ccc2C)no1	3	-3	7	-17	4.0	-4	1.8	1	3
Cc1c(Cl)cnn1CC(=O)NC1C(=O)N2C(C(=O)O)=C(CSc3nnnn3C)CSC12 (stereo not drawn)	-2	0	3	9	1.2	-9	-0.9	-9	2
Cc1c(Cl)c(C(=O)NNC(=S)NCc2ccco2)nn1C	-1	-2	-1	2	-0.6	-15	0.9	5	4
C/C(=N\NC(=O)c1cc(C(C)C)[nH]n1)c1ccncc1	0	-24	19	9	-0.2	-5	2.2	5	-3
O=C1CN(C(=O)c2ccc(Br)o2)C(c2ccccc2)c2cc(Br)ccc2N1 (stereo not drawn)	-1	-1	3	0	-0.9	-7	0.2	8	0
CN(C)CCNC(=O)Cn1c(=O)c2cccn2c2ccc(F)cc21	-4	4	-4	.	.	.	.	-2	0
O=C(CSc1nnc(-c2cccs2)n1Cc1ccco1)Nc1ccc2c(c1)OCO2	-5	10	4	-27	-1.7	-4	-0.2	3	2
O=C(N[C@@H](Cc1c[nH]c2ccccc12)C(=O)NC1CC1)c1ccccc1Cl	-3	-1	1	-11	1.1	-11	0.7	-7	1
COc1ccc(S(=O)(=O)Nc2c(C)cc(C)cc2C)c2cccnc12	9	-10	7	-15	0.4	-1	0.0	-18	4
Cc1cc(C)n2nc(SC(C)C(=O)NCc3ccco3)nc2n1 (stereo not drawn)	-1	-19	12	-13	-0.1	-9	1.0	-16	3
Cc1[nH]nc(-c2ccc(OCc3cnn(-c4ccccc4)c3)cc2O)c1Oc1ccc(Cl)cc1	4	-7	7	-4	-0.4	-8	1.5	-5	8
CC(C)CN1CCN(Cc2cn(C)c3ccccc23)CC1CCO (stereo not drawn)	-9	-23	8	-23	0.0	-3	-1.9	-21	1
CCOC(=O)c1c(NC(=O)CN2CCCCC2)sc2c1CCN(C(=O)OCC)C2	-7	3	-4	-17	-1.1	-3	-0.6	17	3
O=C(CSCC(=O)Nc1cccc([N+](=O)[O-])c1)Nc1ccccc1	-6	-4	2	-9	-0.4	-6	0.5	-21	4
O=C(Nc1cccc(NC(=O)C2CCCO2)c1)c1ccco1 (stereo not drawn)	-4	-6	6	-2	0.5	-4	1.1	-1	10
CC(C)Oc1ccc(/C=N/NC(=O)c2nnn(-c3nonc3N)c2CN(C)C2CCCCC2)cc1	-1	-8	3	-16	-1.2	-8	-0.1	-34	19
COc1ccc(N(CCC(=O)O)S(=O)(=O)c2ccc(C)cc2C)cc1	-4	-8	7	2	0.6	-3	2.0	-11	1
COc1cc(Cl)ccc1OCc1cc(C(=O)N(C)CCc2c(C)n[nH]c2C)no1	-1	19	-5	-22	-0.5	-8	-0.1	-15	2
Cc1nc(C(=O)Nc2cc(Cl)ccc2Cl)nn1-c1cc(OC(C)C)c(Cl)cc1Cl	-5	-3	3	-6	0.3	8	-0.5	-8	2
Cc1cccc(NC(=O)CCn2cnnn2)c1	-5	-2	1	12	0.0	-8	0.3	-2	7
CCOC(=O)c1cc(S(=O)(=O)Nc2ccc(OC)cc2OC)cn1C	-2	2	1	-14	5.5	-10	4.4	-15	2

Profiles, looked up by structure. Screens in order: CHRM1 agonist, M1 antag, CHRM1 PAM, CHO parental Ca, OXTR agonist, OXTR potentiate, V1aR counter, TAAR1 antag, TAAR1 agonist
`Cc1cccc(NC(=O)CCn2cnnn2)c1` as listed: -5, -2, 1, 12, 0.0, -8, 0.3, -2, 7
`COc1ccc(N(CCC(=O)O)S(=O)(=O)c2ccc(C)cc2C)cc1` as listed: -4, -8, 7, 2, 0.6, -3, 2.0, -11, 1
`COc1cc(Cl)ccc1OCc1cc(C(=O)N(C)CCc2c(C)n[nH]c2C)no1` as listed: -1, 19, -5, -22, -0.5, -8, -0.1, -15, 2
`O=C(Nc1cccc(NC(=O)C2CCCO2)c1)c1ccco1` (stereo not drawn) as listed: -4, -6, 6, -2, 0.5, -4, 1.1, -1, 10
`O=C(CSCC(=O)Nc1cccc([N+](=O)[O-])c1)Nc1ccccc1` as listed: -6, -4, 2, -9, -0.4, -6, 0.5, -21, 4

Remaining list, next part
SMILES	CHRM1 agonist	M1 antag	CHRM1 PAM	CHO parental Ca	OXTR agonist	OXTR potentiate	V1aR counter	TAAR1 antag	TAAR1 agonist
CCC1Nc2ncnc(N3CCCCC3)c2N(Cc2ccc(Cl)cc2)C1=O (stereo not drawn)	-11&-12	11&-7	-12&-3	-25	-1.7	2	-1.2	-25	6
CCCN1CCc2c(sc(NC(=O)c3ccc(S(=O)(=O)N(C)c4ccccc4)cc3)c2C(=O)NC)C1	4	11	-17	13	9.0	-4	8.2	40	14
Cc1ccc2c(c1)N(C(=O)CCC(=O)Nc1ccccc1Cl)CC(C)O2 (stereo not drawn)	-6	-1	0	-14	-2.3	-4	-0.8	-15	-2
CCN(CC)C(=O)CCc1nnc(CCc2c[nH]c3ccccc23)o1	-4	-1	5	13	2.1	-3	0.0	6	4
COc1ccc(CN(CC2CCC(C(=O)O)CC2)C(=S)Nc2cc(C)ccc2C)cc1 (stereo not drawn)	-1	-7	8	.	.	.	.	10	-1
O=C(CCC(=O)N(CC(=O)NC1CCCC1)c1cccc(F)c1)Nc1nccs1	-2	-7	3	-23	-0.4	0	-0.9	-3	4
Cc1nc(N2CCN(c3ccccn3)CC2)c2c(C)c(C(=O)N3CCN(c4ccc(F)cc4)CC3)sc2n1	-9	11	-12	-19	-2.1	-9	-0.6	41	0
Fc1ccc(C(CCNCc2ccccn2)c2ccc(Cl)cc2)cc1 (stereo not drawn)	-4	-2	2	-16	11	-15	8.8	.	.
CCOC(=O)C1=C(CNCCOc2ccc(OC)cc2)NC(=O)NC1c1ccc2c(c1)OCO2 (stereo not drawn)	-5	15	-6	-9	-1.0	10*	-0.5	-21	0
CN(C)S(=O)(=O)c1ccc(C(=O)OCC(=O)c2ccc3c(c2)NC(=O)CO3)cc1	1	-24	7	-7	2.5	-6	2.1	-12	2
CC(=O)c1sc(N/N=C/c2ccc(C(C)C)cc2)nc1C	-7	5	-1	-29	0.4	-6	-0.1	-12	0
COc1cccc(CN(C)CC(=O)NNC(=O)c2ccc(Cl)cc2)c1	-2	-6	10	-21	-1.9	0	0.0	-15	0
NC(=O)C1CCN(c2nc(C3CC3)nc3c2nnn3Cc2ccccc2)CC1	-3	8	-6	-28	0.2	2	3.2	6	12
CCC(=O)N(C)C[C@@H]1Oc2ncc(Br)cc2C(=O)N([C@H](C)CO)C[C@H]1C	-2	-18	4	.	.	.	.	-18	3

Screening data: PubChem BioAssay, The Scripps Research Institute Molecular Screening Center
